# IL-1B inflam inh – blocks inflammasome-driven IL-1 beta release; THP-1 LPS/ATP IL-1B secretion, AlphaLISA, 16 h; stronger effect = lower value; activity change, % at 57.5 µM; hit rate 4.7% among 360,000; AID 743279; in the data active = activity change below about -50%; inconclusive = mostly about -30% to -49%; also: % is scaled to controls: 0 for no effect and ±100 for the full control effect
#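 THP-1 cells pretreated 1 hr with compounds (up to 57.5 uM final), then stimulated with LPS (250 ng/mL final) plus ATP (1.25 mM final); secreted IL-1B measured by AlphaLISA after 16 hr, decreased signal indicating inhibition.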
# SW480 rerep – DNA re-replication induction in SW480 cells; SW480 DNA re-replication, Hoechst DNA content imaging, 48 h; Potency, µM (doses to about 46.1 µM), for the others: top-dose re-replication activation, actives largely listed as activators; hit rate 1.8% among 340,000; AID 624297; also: potency is read from the fitted curve at half-maximal effect; % of control where 0% means no effect; nearly all actives have a fitted effect of over 55% in size
#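 Compounds, transferred as 23 nL by pin tool, were incubated with cells for 48 hr; DNA content per nucleus was then quantified by Hoechst staining and fluorescence plate imaging.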
# ATXN2 expr inh – inhibitors of ATXN2 expression. HEK-293 ATXN2-luciferase reporter, luminescence, 24 h. hit rate 0.72% among 360,000. Potency, µM (titrated, usually from 57 µM), for inactives: at the top dose activity change, negative = inhibition, most hits filed as inhibitors. AID 1745845; also: potency is read from the fitted curve at half-maximal effect; % is scaled to controls: 0 for no effect and ±100 for the full control effect; nearly all actives have a fitted effect of over 55% in size
#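 ATXN2-luciferase reporter cells (luciferase flanked by upstream and downstream ATXN2 gene portions) were treated 24 h at 37 °C with compounds at up to 57 uM. SteadyGlo luminescence gave expression; GF-AFC fluorescence gave viability.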
# ATXN viability – reduces viability in counter-screen for ATXN expression inhibitors | hit rate 0.49% among 400,000 | S2 cells (HEK-293 line with an ATXN2-luciferase reporter) viability, CellTiter-Fluor protease fluorescence, 24 h | AID 651635 | Potency, µM (titrated, usually from 56.7 µM), actives largely listed as cytotoxic; also: potency is read from the fitted curve at half-maximal effect; nearly all actives have a fitted effect of over 40% in size
# HepG2 tox – counter-screen for TGF-b inhibitors: cytotoxicity in HepG2 cells. HepG2 CAGA-GFP viability, ATP luminescence, 18 h. Potency, µM (titrated, usually from 46.1 µM), without a hit: at the top dose activity change, negative = cytotoxicity, usual class: cytotoxic. hit rate 0.76% among 410,000. AID 588856; also: potency is read from the fitted curve at half-maximal effect; some results filed as inactive show a strong effect at the top dose
#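 HepG2 CAGA-GFP cells (1000/well, DMEM with 1% FBS) received compound, then TGF-beta at 500 pg/mL final, and were incubated 18 hours at 37 degrees C. Viability was read by CellTiter-Glo luminescence. Media-only wells were set as complete cell-killing and DMSO as no toxicity.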
# HT1080NT lethal – kills 2HG-producing HT-1080-NT fibrosarcoma cells | HT-1080-NT fibrosarcoma viability, CellTiter-Glo ATP luminescence, 48 h | Potency, µM (series often up to 46.1 µM), for inactives: at the top dose activity, negative = less viability, actives largely listed as cytotoxic | hit rate 1.6% among 360,000 | AID 686970;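 also: NT is the 2HG producing partner of a matched IDH1 knockdown line; potency is read from the fitted curve at half-maximal effect; 0% = DMSO-treated cells and -100% = media-only wells without cells; nearly all actives have a fitted effect of over 55% in size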
#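 Fibrosarcoma NT cells, 750 per well in 5% FBS RPMI, were exposed to compound for 48 hours. Viability: CellTiter-Glo luminescence.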
# KB-3-1 tox – kills parental KB-3-1 adenocarcinoma cells. Potency, µM (highest dose often 46.1 µM), for inactives: top-dose activity change, negative = cytotoxic, usual class: cytotoxic. hit rate 1.4% among 400,000. KB-3-1 viability, CellTiter-Glo ATP luminescence, 72 h; also: potency is read from the fitted curve at half-maximal effect; % is scaled to controls: 0 for no effect and ±100 for the full control effect; nearly all actives have a fitted effect of over 60% in size
#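 KB-3-1 parental drug-naive adenocarcinoma cells in DMEM/10% FBS, incubated 72 h at 37 C with pin-transferred compounds across a concentration series. Viability by CellTiter-Glo luminescence; concentration-response curves fitted after normalization.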
# MCF10A rereplic – inducers of DNA re-replication in MCF 10A breast cells; MCF 10A DNA re-replication, Hoechst nuclear intensity, 48 h; Potency, µM (top dose mostly 46.1 µM), for inactives: at the highest dose activity, positive = re-replication, usual class: activators; hit rate 2.9% among 350,000; also: potency is read from the fitted curve at half-maximal effect; % of control where 0% means no effect; nearly all actives have a fitted effect of over 50% in size
# HT1080 IDH1KD tx – toxicity to HT-1080 IDH1 knockdown cells (counter line); Potency, µM (top dose mostly 46.1 µM), for the others: at the top dose activity, negative = toxicity, hits mostly cytotoxic; hit rate 2% among 360,000; AID 686971; HT-1080 IDH1 knockdown viability, ATP luminescence, 48 h;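 also: potency is read from the fitted curve at half-maximal effect; 0% = DMSO wells and -100% = cell-free medium wells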
#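 % activity derives from luminescence (CellTiter-Glo), normalised to DMSO and no-cell wells. HT-1080-IDH1KD cells, 750/well, had 48 h compound exposure at 37 °C.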
# * = called active by the depositor; i = inactive; ? = inconclusive; nt = not tested or not shown; & = joins results of further samples; [ ] = remark or other dose. Unless noted, calls follow the shape of the dose curve; as a rule, active = well fitted curve in the direction sought with a large enough effect; inconclusive = small, poorly fitted or top-dose-only effect, or another doubt; inactive = no such curve, though single readings can be large; an effect the other way counts as inactive or inconclusive.
# Start of the data: the first 9 records as a preview:
SMILES,IL-1B inflam inh,SW480 rerep,ATXN2 expr inh,ATXN viability,HepG2 tox,HT1080NT lethal,KB-3-1 tox,MCF10A rereplic,HT1080 IDH1KD tx
N#Cc1cc(N)ccc1-n1cccc1,-22,-15%,-8%,?,16%,-3%,-6%,-3%,-2%
COc1ccc(OCC(=O)OCc2cc(=O)n3nc(C4CCCCC4)sc3n2)cc1,nt,nt,4%,i,1%,nt,14%,nt,nt
CC(=O)Nc1cc(-c2ccc(N3CCN(C)CC3)cc2)cn2c(-c3cccc(C(=O)N(C)C)c3)cnc12,-7,nt,9%,i,-20%,23%,0%,nt,3%
COc1cccc(/C=N\NC(=O)C2C(=O)NCC2c2ccccc2)c1O (configuration not stated),44,?,-29%,i,1%,-29%,-30%,14%,?
CCCCNC(=O)Cc1ccc(C)cc1,-4,-4%,16%,i,-5%,10%,5%,-1%,25%
O=C(N/C(=C/c1ccco1)C(=O)N1CCCC1)c1cccs1,13,-1%,2%,i,2%,7%,10%,1%,0%
CC1CCN(S(=O)(=O)c2ccc(NC(=O)[C@@H]3CCCN3C(=O)c3cccs3)cc2)CC1,-6,10%,-7%,i,-25%,8%,-3%,12%,7%
CCN(CC(=O)NCc1cccs1)C(=O)c1ccc([N+](=O)[O-])o1,-2,21%,-9%,i,5%,-6%,-8%,16%,3%
O=C(c1cccc(S(=O)(=O)N2CCCC2)c1)N1CCN(c2ccccc2F)CC1,42,-4%,-8%,i,-12%,0%,-2%,24%,-6%

# The listing, from the start:
SMILES,IL-1B inflam inh,SW480 rerep,ATXN2 expr inh,ATXN viability,HepG2 tox,HT1080NT lethal,KB-3-1 tox,MCF10A rereplic,HT1080 IDH1KD tx
N#Cc1cc(N)ccc1-n1cccc1,-22,-15%,-8%,?,16%,-3%,-6%,-3%,-2%
COc1ccc(OCC(=O)OCc2cc(=O)n3nc(C4CCCCC4)sc3n2)cc1,nt,nt,4%,i,1%,nt,14%,nt,nt
CC(=O)Nc1cc(-c2ccc(N3CCN(C)CC3)cc2)cn2c(-c3cccc(C(=O)N(C)C)c3)cnc12,-7,nt,9%,i,-20%,23%,0%,nt,3%
COc1cccc(/C=N\NC(=O)C2C(=O)NCC2c2ccccc2)c1O (configuration not stated),44,?,-29%,i,1%,-29%,-30%,14%,?
CCCCNC(=O)Cc1ccc(C)cc1,-4,-4%,16%,i,-5%,10%,5%,-1%,25%
O=C(N/C(=C/c1ccco1)C(=O)N1CCCC1)c1cccs1,13,-1%,2%,i,2%,7%,10%,1%,0%
CC1CCN(S(=O)(=O)c2ccc(NC(=O)[C@@H]3CCCN3C(=O)c3cccs3)cc2)CC1,-6,10%,-7%,i,-25%,8%,-3%,12%,7%
CCN(CC(=O)NCc1cccs1)C(=O)c1ccc([N+](=O)[O-])o1,-2,21%,-9%,i,5%,-6%,-8%,16%,3%
O=C(c1cccc(S(=O)(=O)N2CCCC2)c1)N1CCN(c2ccccc2F)CC1,42,-4%,-8%,i,-12%,0%,-2%,24%,-6%
O=C(c1ccc2c(c1)N(Cc1ccc(Cl)cc1)C(=O)c1ccccc1S2(=O)=O)N1CCN(Cc2ccccc2)CC1,nt,nt,-21%,?,-6%,nt,?,nt,nt
CCOc1ccc(C2CC(c3cccc(OC)c3)Nc3nc(N)nn32)cc1 (configuration not stated),-12,-5%,3%,i,-31%,9%,0%,-1%,8%
CCC(C)NCCOc1ccc(Br)cc1 (configuration not stated),12,1%,?,i,-16%,0%,4%,-2%,1%
NC(=O)c1ccc[n+](Cc2ccc(-c3ccccc3)cc2)c1,-3,-6%,-6%,i,-6%,-11%,6%,16%,0%
O=C(Nc1cccnc1)C1OCCc2ccccc21 (configuration not stated),22,-3%,-5%,i,-1%,12%,-2%,3%,15%
c1ccc(-c2noc(CSc3nnc(Cc4cccs4)n3-c3ccccc3)n2)cc1,1,24%,-18%,i,-5%,-17%,-2%,?,-30%
C=CCSc1nc2c(sc3nc(C)cc(C)c32)c(=O)[nH]1,43,-4%,-19%,i,3%,7%,-2%,17%,1%
Cc1ccc2nc(-c3ccc(NS(=O)(=O)c4ccc(F)cc4)cc3)sc2c1,-103*,?,60%[activator][11.3 µM],nt,-38%,?,13%,15µM*,?
CCOc1ccc(OCC(=O)NCCS(=O)(=O)N2CCN(c3ccccc3)CC2)cc1,36,nt,nt,i,-24%,-11%,12%,nt,-1%
COc1ccc(C2NCCc3cc(OC)c(OC)cc32)cc1OC (configuration not stated),-3,4%,-5%,i,-2%,-15%,14%,0%,-8%
COc1ccc(OC)c(S(=O)(=O)N2CCCC(C)C2)c1 (configuration not stated),-30,0%,-3%,i,-7%,1%,0%,-2%,-3%
CCN(CC)CCn1c2c(c(SCC(=O)Nc3ccc(C(C)C)cc3)nc1=O)CCC2,8,-556%[inhibitor],-23%,i,-7%,-29%,-10%,?,-15%
COc1cc([N+](=O)[O-])cc(/C=N/NC(=O)C(C)Nc2cccc(C)c2)c1O (configuration not stated),0,nt,-19%,i,-9%,-10%,?,?,-16%
Cc1ccc(-c2n[nH]c(=S)n2/N=C/C=C/c2ccccc2[N+](=O)[O-])cc1,-6,-2%,1%,i,1%,-2%,-3%,?,-1%
O=Cc1cc(CCC(=O)O)ccc1O,27,?,2%,i,-5%,0%,18%,7%,8%
COc1ccc(-n2c(-c3cccc(F)c3)nc3c(cnn3-c3ccc(C)cc3)c2=O)cc1,nt,nt,15%,i,12%,nt,6%,nt,nt
Cc1ccc(-n2ncc(C(=O)NC3CCCC3)c2C2CCN(C(=O)OC(C)(C)C)CC2)c(C)c1,nt,nt,-14%,?,-7%,nt,3%,nt,nt
CCCNC(=O)N1CCN(C(=O)NCCC)CC1,6,-1%,0%,i,-16%,12%,-3%,0%,14%
COc1ccc(NC(=O)NC2(C(=O)N3CCCCC3)CCCCC2)cc1,23,-9%,7%,i,-3%,12%,5%,-15%,4%
COc1ccc(OC)c(NC(=O)CCc2nc(-c3ccc(C)cc3)no2)c1,nt,nt,-19%,i,-77%,nt,-10%,nt,nt
COC(=O)c1cc(S(=O)(=O)N2CCN(Cc3ccccc3)CC2)cn1C,10,-15%,-15%,nt,0%,3%,0%,3%,1%
CN(CC(=O)Nc1ccccc1Cl)C(=O)C1CCN(C(=O)c2ccc(Cl)cc2)CC1,-11,2%,0%,i,-14%,11%,-7%,14%,10%
CC(C)OCCCNC(=O)CN1C(=O)/C(=C/c2ccccc2F)Oc2ccccc21,14,?,-7%,i,-11%,30%,6%,?,28%
Cn1c(CCCCCN)nc2ccccc21,24,4%,-9%,i,-49%,-1%,25%,11%,3%
CCOCCCNC(=O)c1c(C)c(C(=O)OCC)n(C)c1C,3,-19%,-1%,i,25%,18%,6%,4%,9%
COc1cccc(NC2=NCCCCC2)c1,0,12%,9%,i,19%,-1%,5%,-1%,5%
Cc1n[nH]c(C)c1S(=O)(=O)N1CCCC(C(=O)Nc2ccc(Br)cc2)C1 (configuration not stated),8,4%,-18%,i,-41%&-18%,?,-24%&-30%,-1%,-20%
O=C(O)C1Cc2[nH]cnc2C(c2ccccc2O)N1 (configuration not stated),7,-10%,-6%,i,-1%,-3%,0%,1%,-11%
COc1ccc(CCNC(=O)CSc2cn(CCNC(=O)c3ccccc3F)c3ccccc23)cc1OC,nt,nt,-23%,?,-34%,nt,?,nt,nt
Cc1ccc(CN(C(=O)c2ccco2)C(C(=O)NC2CCCC2)c2cccnc2)cc1 (configuration not stated),4,-6%,-10%,?,3%,3%,-7%,-3%,1%
COc1ccc([C@H]2CC(=O)C=C(c3ccc(OC(F)(F)F)cc3)C2)cc1,-17,6%,26%,i,-27%,0%,-2%,?,4%
CC(=O)Nc1ccc(C(=O)NNC(=O)c2ccc(Cl)cc2)cc1,-2,10%,1%,i,1%,12%,14%,-2%,16%
COc1cccc(CN(C(=O)/C=C/c2ccc(Cl)cc2)C2CCS(=O)(=O)C2)c1 (configuration not stated),-58*,13%,-33%,?,-26%,-1%,-13%,-38%[inhibitor],-17%
CCNC(=O)C1(C)CCN(Cc2ccc(C(F)(F)F)cc2)C1 (configuration not stated),2,nt,3%,i,1%,16%,0%,nt,15%
O=C(CN1C(=O)c2ccccc2S1(=O)=O)Nc1ccc(S(=O)(=O)N2CCCCCC2)cc1,-24,-4%,-26%,i,-5%,11%,3%,-3%,4%
CN(CCC#N)C(=O)COC(=O)C1c2ccccc2Oc2ccccc21,15,6%,0%,i,-13%,-15%,-1%,-11%,-12%
O=C1C(=O)N(CCCn2ccnc2)C(c2cccc(Br)c2)/C1=C(\O)c1ccc2c(c1)OCCO2 (configuration not stated),-8,-13%,-6%,i,-1%,3%,-9%,-3%,-1%
CCN(C(=O)CSc1nnc(-c2ccc(Cl)cc2)n1C)C1CCS(=O)(=O)C1 (configuration not stated),-2,11%,-2%,i,-19%,21%,4%,-16%,17%
CC1CCN(c2ccc([N+](=O)[O-])cc2C(N)=O)CC1,19,-129%[inhibitor],-2%,i,-46%,-11%,-11%,10%,-8%
COc1ccc(OC)c(NC(=O)N2c3ccccc3Sc3ccccc32)c1,nt,nt,5%,i,-15%,nt,-6%,nt,nt
CC(C)N(C(=O)[C@H]1CC(CC(=O)NCCCN(C)C)C(=O)N2CCc3c([nH]c4ccccc34)[C@]12C)C(C)C (some centres not stated),-17,-7%,13%,i,5%,-4%,0%,-13%,-4%
O=C1c2ccccc2C(c2nc3ccccc3[nH]2)N1c1ccccc1 (configuration not stated),81,nt,9%,i,13%,7%,0%,nt,6%

# Assay outcomes from PubChem BioAssay.
